LYP phosphatase: LYP phosphatase inhibitors, primary screen, biochemical, DiFMUP fluorescence, recombinant catalytic domain, 10 µM (AID 606). inhibition, % at 10 µM; hits with a dose series show IC50 in µM. 52,000 tested, under 10 active. recombinant LYP catalytic domain, DiFMUP fluorescence; higher % means a stronger effect;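 active = IC50 under 40 µM in the dose-response test; inactive = IC50 of 40 µM or more, or never dose-tested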
HT1080 viability: cytotoxicity in HT1080 fibrosarcoma cells, cell-based, fluorescence readout (AID 620) | HT1080 viability, fluorescence; higher % means a stronger effect | cytotoxicity, % at 10 µM; hits with a dose series show EC50 in µM | 0.42% of 87,000 active;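 also: cells exposed to compound overnight then 4 h with Alamar Blue; 0% = vehicle DMSO and 100% = killing control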
Spn MK inh: S. pneumoniae MK inhibitors, primary screen, biochemical, PK/LDH-coupled NADH absorbance | inhibition, % at 10 µM | mevalonate kinase [Streptococcus pneumoniae D39] | 0.48% of 65,000 active | purified MK, PK/LDH-coupled NADH absorbance 340 nm;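 active = ranked among the strongest by inhibition in the single 10 µM screen, a fixed top-ranked set picked for dose follow-up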; also: no value below 0 was filed
KRASV12 cytotoxicity: cytotoxicity in KRAS-transformed pancreatic duct cells, primary screen, cell-based, fluorescence, HTS (AID 431) | HPDE-C7K KRASV12 cells, Alamar Blue viability, 48 h; higher % means a stronger effect | 1.7% of 63,000 active | cytotoxicity, % at 10 µM, or EC50 in µM where a hit was titrated;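 active = compounds whose percent cytotoxicity in the single-dose primary screen, scaled between solvent and toxic-drug controls, exceeds 50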;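 also: 0% = DMSO solvent wells and 100% = doxorubicin-treated wells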
Alkaline phosphatase: human TNAP enzyme inhibitors, biochemical, luminescent (AID 518); Alkaline phosphatase, tissue-nonspecific isozyme (Homo sapiens); 0.09% of 64,000 active; inhibition, % at 20 µM; hits with a dose series show IC50 in µM; purified TNAP enzyme, luminescent substrate readout; higher % means a stronger effect; in the data active = a potency from the dose series; inactive = the rest, 99 in 100 with inhibition below about 22%;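 also: plate controls were vehicle for no effect and reference inhibitor for full effect; many of its hits are not listed in these tables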
DPM-DC inhibit: S. pneumoniae DPM-DC inhibitors, primary screen, biochemical, PK/LDH-coupled NADH fluorescence; calls only at 10 µM; 0.49% of 65,000 active; purified DPM-DC; diphosphomevalonate decarboxylase (Streptococcus pneumoniae D39); AID 556, 2006;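 active = the 320 compounds with the highest percent inhibition in the single-dose primary screen, excluding strongly autofluorescent ones, cut at about 32% in these data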;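 also: kinetic rate of NADH fluorescence loss reporting ADP formed by the decarboxylase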
Bfl-1 displacement: Bfl-1 inhibitors, primary screen, biochemical, fluorescence polarization, FITC-Bid, mouse (AID 432); 0.02% of 64,000 active; FITC-Bid BH3 peptide fluorescence polarization displacement; higher % means a stronger effect; one-dose displacement, % at 20 µM; IC50 in µM for titrated hits; Bcl-2-related protein A1 (Mus musculus); in the data active = a potency from the dose series; inactive = the rest, 99 in 100 with displacement below about 15%; also: strong numbers were not always called active
HPDE-C7 cytotoxicity: cytotoxicity in HPDE-C7 cells, cell-based, fluorescence, HTS (AID 430); HPDE-C7 pancreatic duct cells viability, fluorescence; higher % means a stronger effect; one-dose cytotoxicity, % at 10 µM; EC50 in µM for titrated hits; 1.8% of 63,000 active;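 also: cells exposed to compound for 48 hours before viability readout; 0% = vehicle and 100% = reference cytotoxic drug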
PMK inhibit: S. pneumoniae PMK inhibitors, primary screen, biochemical, mevalonate pathway, pilot trial included. phosphomevalonate kinase (Streptococcus pneumoniae D39). inhibition, % at 10 µM. 0.49% of 65,000 active. purified PMK, PK/LDH-coupled NADH absorbance 340 nm;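 active = top-ranked compounds by inhibition in the single 10 µM screen, taking a fixed number of the strongest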;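 also: 0% = full reaction with DMSO carrier and 100% = background rate without enzyme reaction; no value below 0 was filed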
PMK inhibit pilot replicates: further read-out of PMK inhibit, marked with its call; inhibition, %; measured here: pilot screen replicates
Spn MK inh pilot replicates: further read-out of Spn MK inh, marked with its call; inhibition, %; measured here: pilot screen replicates
DPM-DC inhibit pilot screen %: also measured in DPM-DC inhibit; calls as there; inhibition, %; measured here: pilot screen trials
* = called active by the depositor; i = inactive; x = no result given. Rule as the data show it, unless noted: active = cytotoxicity above about 50%; inactive = the rest.

SMILES	LYP phosphatase	HT1080 viability	Spn MK inh	Spn MK inh pilot replicates	KRASV12 cytotoxicity	Alkaline phosphatase	DPM-DC inhibit	DPM-DC inhibit pilot screen %	Bfl-1 displacement	HPDE-C7 cytotoxicity	PMK inhibit	PMK inhibit pilot replicates
CC(C)CNS(=O)(=O)c1ccc(CCC(=O)O)cc1	15%	1%	8	x	8%	7%	i	x	-9%	0%	0	x
Cc1ccc(-n2c(CSc3nc(C)cc(C)n3)nnc2SCC(=O)NCc2ccco2)cc1	-19%	-6%	4	x	-6%	12%	i	x	-5%	-16%	26*	x
CCOCCn1c(N2CCN(c3ccccc3)CC2)nc2c1c(=O)n(C)c(=O)n2C	18%	-2%	9	x	-4%	7%	i	x	-4%	9%	4	x
CCCCn1c(=O)[nH]c2ccccc21	-2%	7%	12	x	10%	6%	i	x	0%	10%	11	x
COc1cccc2cc(C(=O)Nc3cccc(C)n3)c(=O)oc12	x	7%	4	x	25%	9%	i	x	21%	18%	19	x
NC(=O)c1cc(-c2ccccc2)nc(N2CCCCCC2)n1	9%	-1%	10	x	x	14%	i	x	-1%	x	6	x
COC(=O)CN1C(=O)C2(C(C#N)=C(N)Oc3n[nH]c(-c4cccs4)c32)c2ccccc21 (stereo not given)	-1%	x	2	x	-10%	9%	i	x	8%	-22%	0	x
O=S(=O)(NC1CCCCC1)c1cccc(-c2nnc(-c3ccccc3)o2)c1	4%	0%	5	x	-6%	12%	i	x	1%	10%	3	x
O=C(c1ccc(CS(=O)(=O)c2ccc(Br)cc2)o1)N1CCN(c2ccccn2)CC1	-4%	-14%	2	x	4%	8%	i	x	4%	-10%	13	x
O=C(Nc1nc2c(s1)CCCC2)C1COc2ccccc2O1 (stereo not given)	2%	x	0	0.0	-6%	15%	i	1.0	-1%	-16%	4	1.5
CCCn1c(=O)c2ccccc2n2c(SCc3nnc(-c4ccccc4Br)o3)nnc12	14%	-1%	5	x	6%	4%	i	x	-7%	9%	9	x
CCOC(=O)c1c(-c2cccs2)csc1NC(=O)CSc1ncn[nH]1	8%	4%	7	x	14%	-8%	i	x	-7%	3%	10	x
O=C(NC1CSC/C1=N\O)c1ccccc1 (stereo not given)	2%	-2%	10	x	x	6%	i	x	-11%	x	2	x
COc1ccc(C)cc1S(=O)(=O)N(CC(=O)N1CCCC1)c1ccccc1	3%	9%	4	x	2%	5%	i	x	-1%	5%	12	x
CCCOc1ccc(/C(O)=C2\C(=O)C(=O)N(CCCOC)C23C(=O)N(C)c2ccccc23)cc1 (stereo not given)	x	18%	10	x	8%	12%	i	x	-6%	-5%	3	x
CC(=O)OC(C(=O)NC1CCCCC1)c1ccc(C)cc1 (stereo not given)	12%	-2%	7	x	-8%	-7%	i	x	-5%	-6%	16	x
Cc1cc(C(=O)OCC(=O)NCCc2ccccc2)c(C)o1	1%	1%	0	x	-13%	7%	i	x	1%	-6%	8	x
O=C(c1cc(-c2ccc3c(c2)OCO3)on1)N1CCOCC1	x	3%	0	x	6%	2%	i	x	-3%	7%	13	x
COc1cc(Cl)c(C)cc1NC(=O)CSC	9%	1%	10	x	-6%	22%	i	x	-5%	-2%	6	x
COc1ccccc1OCc1ccc(C(=O)Nc2ccncc2)o1	-17%	2%	7	2.5	-5%	12%	i	5.0	-3%	-10%	2	4.0
CCn1c(SCC(=O)Nc2cc(NC(C)=O)ccc2OC)nnc1-c1ccccn1	x	-4%	9	0.5	-5%	5%	i	3.0	3%	1%	1	0.0
O=S(=O)(Cc1ccccc1)N1CCCC1	x	-7%	0	x	5%	-11%	i	x	-4%	0%	0	x
CCC(=O)N1CCN(c2ccc(NC(=O)c3cc4ccccc4o3)cc2Cl)CC1	6%	96%*	11	x	11µM*	7%	i	x	0%	12µM*	6	x
COc1ccc(N2CCN(CCNC(=O)CCS(=O)(=O)c3cccc4nsnc34)CC2)cc1	x	-6%	0	0.0	-24%	12%	i	2.0	-4%	-35%	0	0.5
Cn1c(=O)[nH]c(=O)c2c1nc(N1CCCCCC1)n2CCSc1nc2ccccc2[nH]1	8%	-3%	0	x	-22%	4%	i	x	-4%	-8%	8	x
CCCCC(=O)N(c1ccc(C)c(C)c1)C1C=CS(=O)(=O)C1 (stereo not given)	x	-8%	4	x	-4%	11%	i	x	0%	-2%	18	x
CC(C)Nc1nc(NC(C)C)nc(Oc2ccc(/C=N/O)cc2)n1	x	3%	0	x	-3%	10%	i	x	2%	1%	12	x
CCCCCOc1ccccc1C(=O)NCCCC(=O)O	x	-3%	0	x	-2%	13%	i	x	-3%	1%	1	x
Cc1cccc(C(=O)NC2CCN(CC(=O)N3CCOCC3)CC2)c1	x	2%	3	x	-2%	2%	i	x	-3%	-6%	10	x
CC(=O)NC(CCS(C)(=O)=O)C(=O)Nc1cccc2ccccc12 (stereo not given)	0%	3%	6	0.0	7%	17%	i	0.0	2%	4%	0	0.0

An excerpt from above in order of number of heavy atoms, high to low.
SMILES	LYP phosphatase	HT1080 viability	Spn MK inh	Spn MK inh pilot replicates	KRASV12 cytotoxicity	Alkaline phosphatase	DPM-DC inhibit	DPM-DC inhibit pilot screen %	Bfl-1 displacement	HPDE-C7 cytotoxicity	PMK inhibit	PMK inhibit pilot replicates
COc1ccc(N2CCN(CCNC(=O)CCS(=O)(=O)c3cccc4nsnc34)CC2)cc1	x	-6%	0	0.0	-24%	12%	i	2.0	-4%	-35%	0	0.5
CC(C)Nc1nc(NC(C)C)nc(Oc2ccc(/C=N/O)cc2)n1	x	3%	0	x	-3%	10%	i	x	2%	1%	12	x
CCCCCOc1ccccc1C(=O)NCCCC(=O)O	x	-3%	0	x	-2%	13%	i	x	-3%	1%	1	x

Remaining list, next part
SMILES	LYP phosphatase	HT1080 viability	Spn MK inh	Spn MK inh pilot replicates	KRASV12 cytotoxicity	Alkaline phosphatase	DPM-DC inhibit	DPM-DC inhibit pilot screen %	Bfl-1 displacement	HPDE-C7 cytotoxicity	PMK inhibit	PMK inhibit pilot replicates
CCn1cc(C(=O)N2CCN(C(=O)c3ccco3)CC2)c2cc(OC)c(OC)cc2c1=O	0%	-8%	1	1.0	-3%	4%	i	1.0	-3%	-8%	5	0.0
CS(=O)(=O)N1CCN(CC2CC3C=CC2C3)CC1 (stereo not given)	3%	-11%	28	3.5	34%	9%	i	0.5	-2%	28%	5	1.5
C=CCc1ccccc1OCC(O)CN(C(C)C)C(C)C (stereo not given)	-2%	-1%	7	x	-5%	6%	i	x	-1%	14%	4	x
CC1(C)Cc2c(C#N)c(NCCN3CCOCC3)nc(-c3ccco3)c2CO1	11%	5%	0	x	9%	6%	i	x	-4%	-9%	10	x
CC(C)C12CN3CC(C(C)C)(CN(C1)C3c1ccc3c(c1)OCO3)C2=O (stereo not given)	9%	-5%	3	0.0	-22%	17%	i	1.5	-3%	-27%	2	2.0
CCOC(=O)c1ccccc1NC(=O)Cn1cnc2c(cnn2-c2ccc(OC)cc2)c1=O	-1%	0%	0	0.0	6%	12%	i	9.5	0%	-4%	8	0.0
Cc1ccc(S(=O)(=O)N2CCC(C(=O)N3CCC[C@H]3C(=O)NC3CCS(=O)(=O)C3)CC2)cc1 (stereo not given in full)	x	-1%	5	x	6%	5%	i	x	2%	-7%	10	x
Cc1nc(N)c(C#N)c(-c2ccccc2)c1C	18%	8%	7	x	19%	14%	i	x	-9%	13%	0	x
Cc1nc(-n2nnc3ccccc32)c2c3c(sc2n1)CCCC3	x	-3%	4	x	0%	3%	i	x	-7%	0%	0	x
O=C(NCSC1=NCCS1)c1ccccc1	0%	4%	4	x	9%	13%	i	x	2%	5%	6	x
CCCn1c(SCc2cc(=O)[nH]c3ccccc23)nc2c1c(=O)n(C)c(=O)n2C	2%	8%	14	x	-29%	1%	i	x	4%	-2%	6	x
O=c1[nH]c(=O)n(Cc2ccco2)c2c1C(C(F)(F)F)(C(F)(F)F)N=C(C1CCCCC1)N2	3%	4%	5	x	-8%	9%	i	x	-2%	-3%	0	x
CC(C)(C)C(=O)Nc1ccc(-c2cn3ccsc3n2)cc1	x	1%	0	x	33%	9%	i	x	-2%	25%	14	x
COc1ccccc1CCNC(=O)c1ccc(C)o1	-12%	4%	6	x	1%	8%	i	x	-3%	-4%	0	x
O=C(CSc1n[nH]c(C2CCCC2)n1)NC1CCCC1	7%	-12%	6	x	-10%	15%	i	x	-10%	-22%	14	x
COC(=O)c1ccc(NC(=O)CN2CCN(c3ccccc3)CC2)cc1	x	1%	4	x	11%	8%	i	x	-6%	9%	5	x
O=C(NCCCN1CCN(c2cccc(Cl)c2)CC1)c1ccc(N2CCCC2=O)cc1	1%	-1%	0	0.0	-17%	8%	i	0.5	5%	-9%	22	2.0
CN(C)CC(=O)Nc1cc(C(F)(F)F)ccc1Cl	15%	8%	6	x	-8%	10%	i	x	-2%	-9%	5	x
COc1ccc(O)c(C(=O)CC(=O)c2ccccc2)c1	3%	x	0	x	-8%	12%	i	x	1%	-1%	0	x
CC(=O)Nc1ccc(Oc2cc(C#N)c(C#N)cc2N2CCCCCC2)cc1	x	-7%	0	0.0	11%	12%	i	0.5	-4%	15%	9	1.5
O=S(=O)(NC1CCCC1)c1ccc(S(=O)(=O)N2CCc3ccccc32)cc1	20%	0%	8	0.0	8%	22%	i	0.0	-4%	1%	6	2.0
CN(C)Cc1cn(CCC(=O)O)c2ccccc12	8%	1%	5	2.5	2%	15%	i	5.5	3%	-3%	8	1.0
CC1CCN(Cc2nc3c(c(=O)n(C)c(=O)n3C)n2CCCc2ccccc2)CC1	-11%	-5%	9	x	x	x	i	x	x	x	14	x
CCOC(=O)C1CCN(C(=O)c2cccc(NC(=O)C(CC)CC)c2)CC1	13%	-6%	15	x	-28%	11%	i	x	-3%	-15%	4	x
Cc1ccc(-c2ccc(=O)n(CC(=O)NCCCN3CCCCC3C)n2)cc1 (stereo not given)	10%	11%	11	0.0	7%	12%	i	5.0	-3%	2%	17	2.0
CCCc1nc(SCC(=O)N2CCc3ccccc32)c2c(=O)n(C)c(=O)n(C)c2n1	10%	6%	4	x	6%	7%	i	x	-6%	5%	0	x
CCOc1ccccc1C(=O)N1CCCCC1C (stereo not given)	8%	6%	0	x	-10%	13%	i	x	2%	-5%	11	x
COC(=O)C1CCN(C(=O)C23CCC(C)(C(=O)O2)C3(C)C)CC1 (stereo not given)	12%	4%	4	x	-6%	4%	i	x	0%	-9%	5	x
CCOC(=O)C1CCCN(S(=O)(=O)c2c(C)c(C)cc(C)c2C)C1 (stereo not given)	9%	0%	6	x	2%	1%	i	x	15%	0%	0	x
CC1CC(C)CN(Cc2nc3c(c(=O)n(C)c(=O)n3C)n2Cc2ccccc2Cl)C1 (stereo not given)	x	x	9	1.0	1%	13%	i	0.0	0%	-3%	0	1.5

High-throughput results as filed in PubChem BioAssay.
